ATG4B inh – inhibitors of human ATG4B cysteine protease | ATG4B cleavage of LC3-PLA2, NBD-HPC fluorescence, 1 h | inhibition, % at 8.33 µM | hit rate 0.51% among 340,000; in the data active = inhibition above about 40%
TIM10 inh – growth inhibitors of TIM10 yeast strain; hit rate 1.4% among 330,000; AID 463195; inhibition, % at 10 µM; S. cerevisiae TIM10 strain growth, BacTiter-Glo luminescence, 24 h;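 active = inhibition of 40% or more at the single tested concentration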;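 note: wild-type TIM10 isogenic control strain grown at permissive 25 °C; 0% = DMSO yeast wells and 100% = minimal medium wells without yeast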
hIAP activ – increases human intestinal alkaline phosphatase activity. P09923. purified human IAP, CDP-Star luminescence, 30 min; active compounds read high; 1 = vehicle-only enzyme, 0 = enzyme-free background. activation factor at 10 µM. hit rate 0.16% among 330,000;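 active = activation factor of the enzyme at least 2-fold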; note: the source names both 10 and 20 µM as test concentration; values of inactives mirror those of a sister screen read the other way
NALP3 yeast inh – NALP3 inhibition in yeast. hit rate 0.39% among 330,000. inhibition, % at 10 µM. Yeast reconstituted NLRP3/ASC/caspase-1, beta-gal luminescence, 24 h;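 active = inhibition of 50% or more; inactive = inhibition below 50%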;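 note: plate controls were induced DMSO wells for no effect and uninduced yeast grown without galactose for full effect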
mIAP inh – mouse IAP inhibition; hit rate 0.2% among 330,000; AID 2806; purified mouse IAP, CDP-Star luminescence, 30 min; inhibition, % at 10 µM;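 active = inhibition of at least 40% at 10 µM in the primary screen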;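 note: plate controls were DMSO with enzyme for no effect and no enzyme wells for full effect; values of inactives mirror those of a sister screen read the other way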
Apaf1 inhib – blocks human Apaf-1 apoptosome activity. AID 489030. hit rate 0.71% among 330,000. reconstituted apoptosome caspase-3 activity, DEVD-Rh110 fluorescence. inhibition, % at 20 µM; active = inhibition of at least 40% at 20 µM;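 note: plate controls were DMSO wells for no effect and DEVD-CHO caspase inhibitor wells for full effect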
Target sequence (O14727 whole entry, looked up): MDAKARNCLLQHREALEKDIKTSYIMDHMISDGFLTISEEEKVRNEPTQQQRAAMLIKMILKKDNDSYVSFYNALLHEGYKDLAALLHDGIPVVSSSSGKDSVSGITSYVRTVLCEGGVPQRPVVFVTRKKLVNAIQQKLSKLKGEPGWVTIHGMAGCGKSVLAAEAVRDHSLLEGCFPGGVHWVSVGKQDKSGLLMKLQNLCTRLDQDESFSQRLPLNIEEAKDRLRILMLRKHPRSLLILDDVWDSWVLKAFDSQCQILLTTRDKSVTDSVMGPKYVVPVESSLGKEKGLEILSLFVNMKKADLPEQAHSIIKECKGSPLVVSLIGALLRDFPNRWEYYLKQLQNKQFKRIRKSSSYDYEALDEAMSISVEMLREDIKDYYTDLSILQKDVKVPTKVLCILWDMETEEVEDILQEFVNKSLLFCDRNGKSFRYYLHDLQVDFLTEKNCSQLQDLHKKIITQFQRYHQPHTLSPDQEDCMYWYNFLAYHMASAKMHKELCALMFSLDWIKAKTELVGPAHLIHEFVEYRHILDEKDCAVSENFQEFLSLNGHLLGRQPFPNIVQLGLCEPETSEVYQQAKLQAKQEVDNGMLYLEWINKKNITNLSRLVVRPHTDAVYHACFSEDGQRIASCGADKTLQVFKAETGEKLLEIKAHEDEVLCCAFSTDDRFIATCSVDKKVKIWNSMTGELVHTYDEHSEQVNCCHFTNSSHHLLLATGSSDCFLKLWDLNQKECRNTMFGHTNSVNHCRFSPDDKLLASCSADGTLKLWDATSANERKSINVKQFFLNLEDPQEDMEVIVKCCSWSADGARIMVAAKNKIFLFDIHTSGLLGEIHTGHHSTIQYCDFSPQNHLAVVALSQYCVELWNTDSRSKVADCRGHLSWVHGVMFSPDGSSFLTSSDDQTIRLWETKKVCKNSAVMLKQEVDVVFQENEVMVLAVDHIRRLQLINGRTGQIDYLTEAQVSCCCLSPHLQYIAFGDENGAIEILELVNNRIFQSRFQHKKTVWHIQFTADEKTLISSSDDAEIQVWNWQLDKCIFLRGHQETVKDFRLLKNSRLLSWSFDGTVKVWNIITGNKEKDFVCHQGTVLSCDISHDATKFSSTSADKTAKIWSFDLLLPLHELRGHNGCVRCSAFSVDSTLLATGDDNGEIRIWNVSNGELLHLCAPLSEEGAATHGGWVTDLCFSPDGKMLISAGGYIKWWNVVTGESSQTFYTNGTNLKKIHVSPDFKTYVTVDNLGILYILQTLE
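Material: biochemical Apaf-1 apoptosome reconstitution. Medium: Hepes buffer, pH 7.5. Also added: cytochrome c activation, bis-DEVD rhodamine 110 substrate. Timing: 30 min compound preincubation, 50 min activation, room temperature. Measured by: rhodamine 110 fluorescence at Ex 480/Em 540 nm.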
tim10-1 inh – tim10-1 yeast growth inhibition; S. cerevisiae tim10-1 ts strain growth, BacTiter-Glo, 24 h; inhibition, % at 20 µM; hit rate 2.2% among 330,000;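 active = inhibition of at least 40%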;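 note: mutant grown at 25 °C; 0% = DMSO wells with yeast and 100% = wells holding no yeast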
hIAP inh – blocks human intestinal alkaline phosphatase. P09923. purified IAP, CDP-Star luminescence, 30 min. inhibition, % at 10 µM. hit rate 0.12% among 330,000. AID 2544;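 active = inhibition reaching a set limit with compound at 10 µM in the primary screen, cut at about 35% in these data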;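 note: plate controls were DMSO wells with enzyme for no effect and no-enzyme buffer wells for full effect; values of inactives mirror those of a sister screen read the other way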
mIAP activ – increases mouse intestinal alkaline phosphatase activity. muIAP, CDP-Star luminescence, 30 min; active compounds read high; 1 = vehicle-only enzyme signal, 0 = enzyme-free wells. activation factor at 10 µM. hit rate 0.24% among 330,000;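 active = activation factor of at least 2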; note: the source names both 10 and 20 µM as test concentration; values of inactives mirror those of a sister screen read the other way
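also added = chemiluminescent substrate CDP-Star | test system = mouse IAP enzyme | signal = chemiluminescence readout | compound = DMSO-dissolved test compounds | incubation = 30 min at room temperature | benchmarks = DMSO wells, no-enzyme wells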
The depositor's hits bear a star.

SMILES	ATG4B inh	TIM10 inh	hIAP activ	NALP3 yeast inh	mIAP inh	Apaf1 inhib	tim10-1 inh	hIAP inh	mIAP activ
O=c1oc2ccccc2n1CCCOc1ccccc1	-7	-8	0.81	31	3	2	1	18	0.97
CCc1cccc(CC)c1NC(=O)COC(=O)CCc1cc(OC)c(OC)c(OC)c1	-11	-5	1.2	-4	3	1	14	-20	0.97
COC(=O)c1ccc(=O)n(Cc2ccco2)c1	-4	5	1	17	4	3	9	-1	0.96
COc1ccc(OC)c2c1sc(=NC(=O)c1ccco1)n2C	6	36	0.93	40	8	20	25	7	0.92
COc1cc(OC)c(OC)cc1CCC(C)NC(=O)Cc1ccccc1 (centres undefined)	2	6	1.1	7	-10	4	8	-7	1.1
O=[N+]([O-])c1cc(Br)c(O)c(/C=N/Nc2nnnn2-c2cccc3ccccc23)c1	17	10	1.3	52*	37	2	25	-33	0.63
COCCNC(=O)C(c1cccs1)N(CCc1ccccc1)C(=O)Cn1nnc2ccccc21 (centres undefined)	-18	3	0.93	8	-3	-4	10	8	1
O=C(COC(=O)c1cccc(S(=O)(=O)NCc2ccccc2)c1)c1ccc2c(c1)OCCO2	7	38	0.96	-6	10	-1	35	4	0.9
CCCNC(=O)c1ccc2c(c1)ncn2-c1cc(C)cc(C)c1	2	42*	1.1	9	-3	-7	27	-7	1
CCNC(=S)NNC(=O)c1cc(-c2cc(C)ccc2C)nc2ccccc12	10	30	1	6	7	1	45*	-5	0.93
O=C(CSc1nnnn1C1CCCCC1)N1CCN(C(=O)c2ccco2)CC1	-1	-2	0.98	12	-4	-4	4	2	1
CC(C)(C)NS(=O)(=O)c1ccc2c(c1)oc(=O)c1cc(S(=O)(=O)NC(C)(C)C)ccc12	6	4	1.1	0	-2	-3	7	-11	1
CC(C)CCNc1nc(N)c([N+](=O)[O-])c(NCCO)n1	11	0	0.87	-4	-7	8	-4	13	1.1
CCOC(=O)C1CCCN(C(=O)c2ccc(-c3ccc([N+](=O)[O-])cc3)o2)C1 (centres undefined)	-13	46*	1.2	9	0	16	58*	-22	0.99
C[C@H](/C=C/[C@@]1(O)[C@H](C)C[C@H](O)CC1(C)C)O[C@@H]1O[C@H](CO)[C@@H](O)[C@H](O)[C@H]1O	-3	-7	0.94	12	14	-8	4	6	0.85
O=C(Cc1ccccc1F)Nc1nc(-c2ccc(F)cc2)cs1	-16	24	0.94	23	-11	25	8	6	1.1
CCCCCCC[N+](CC)(CC)CCCCc1ccc(Cl)cc1	-2	12	1.1	17	-17	39	13	-5	1.2
COCCN(CC(=O)NCc1ccc(OC)cc1)C(=O)CCC(=O)Nc1nccs1	3	-20	1.4	20	-8	6	1	-42	1.1
COc1cccc(/C=N/NC(=O)CC(=O)NCCc2ccccc2)c1OC	-2	-6	0.95	10	-11	2	5	5	1.1
O=C(c1ccco1)N1CCN(C(=S)Nc2cc(F)cc(F)c2)CC1	6	15	1.4	16	-10	1	2	-35	1.1
COC(=O)[C@H](C)NC(=O)NCc1ccc(S(N)(=O)=O)cc1	4	-4	0.89	5	3	-25	10	12	0.97
O=C(O)Cn1cc(/C=N/NC(=O)c2cc3cc(Br)ccc3o2)c2ccccc21	-3	7	1.1	8	0	9	1	-8	1
C=CCn1c(-c2ccccc2)n[nH]c1=S	-5	2	0.9	9	-10	-9	15	10	1.1
C[C@]12CC[C@H](O)CC1=CCC1C2CC[C@@]2(C)C1CC[C@@H]2NC(=O)[C@@H](N)Cc1ccccc1 (some centres undefined)	-2	55*	0.97	46	-13	21	34	2	1.1
O=C(c1ccccc1)N1CCC(CC2CC(c3cccc(Br)c3)=NO2)(C(=O)NCC2CCCCC2)CC1 (centres undefined)	2	-5	1.1	14	-40	22	11	-6	1.4
Later entries
SMILES	ATG4B inh	TIM10 inh	hIAP activ	NALP3 yeast inh	mIAP inh	Apaf1 inhib	tim10-1 inh	hIAP inh	mIAP activ
COc1ccc(S(=O)(=O)Nc2cc(C)on2)cc1NC(C)=O	-7	12	0.94	10	3	-3	7	6	0.97
CCC1(C)CC(C(CC(=O)O)c2ccc(C)cc2)CCO1 (centres undefined)	-5	13	1.1	-3	7	-14	9	-13	0.93
O=C1C(=O)N(CCCc2ccccc2)c2ccccc21	16	17	0.81	11	9	15	9	20	0.91
Cc1cccc(CSc2nc3nc(C)cc(C)n3n2)c1	-3	30	0.89	37	4	2	8	11	0.96
OC(CN1CCN(c2ccccc2)CC1)Cn1c2ccccc2c2ccccc21 (centres undefined)	-1	30	0.99	24	-4	28	15	1	1
CC(C)Nc1nc(-c2cccnc2)nc(-c2ccccc2)c1C#N	-1	17	0.87	-3	1	1	8	13	0.99
OCC[C@H]1C[C@@H](O)[C@H](O)[C@@]2(CCCc3ccccc3O2)O1	5	1	0.93	12	-3	0	9	7	1
COc1cc(C=O)ccc1OCc1c(C)noc1C	4	11	1.2	-6	-8	0	-7	-21	1.1
CC(C(=O)N=c1sc2ccccc2n1C)N1C(=O)C2CC=CCC2C1=O (centres undefined)	-6	38	0.96	-7	2	-3	26	4	0.98
Cc1ccc(NC(=O)c2cc(-c3cccc(O)c3)on2)cc1C	-3	-11	0.94	21	7	14	-21	6	0.93
CN(CC(CC(=O)O)c1ccccc1)S(=O)(=O)c1ccc(Br)cc1 (centres undefined)	-8	7	1.3	6	-7	4	8	-29	1.1
CCNC(=S)NNC(=O)c1ccccc1OC(F)F	4	2	1.7	13	0	-9	7	-67	1
N#Cc1ccc(C2=CC(=O)C[C@H](c3ccc4c(c3)OCO4)C2)cc1	-2	8	1	36	5	7	6	-1	0.95
NS(=O)(=O)c1ccc(CCNCc2cccnc2)cc1	4	1	1	7	-1	-9	-8	-4	1
CCN(CC)S(=O)(=O)c1ccc(N2CC(C(=O)NC3(C)CCS(=O)(=O)C3)CC2=O)cc1 (centres undefined)	-7	4	1	16	8	-4	1	-1	0.92
C=CCn1cccc(C(=O)Nc2cc(OC)ccc2OC)c1=O	0	28	0.91	13	13	-3	27	9	0.87
COc1ccc(-c2[nH]ncc2N=Nc2cc(C)cc(C)c2)cc1	-10	17	1.1	22	6	25	32	-9	0.94
Cc1ccc(S(=O)(=O)NC(CC(=O)O)c2ccccc2)cc1 (centres undefined)	-6	-3	0.96	-4	-6	13	19	4	1.1
CC(C)C[C@@H](C(=O)NC1CC1)N1C(=O)N2CCc3c([nH]c4ccccc34)[C@@]2(C)C1=O	-10	14	0.94	4	-4	-1	12	6	1
N#CC1(NC(=O)Cn2ncc(Cl)c(Cl)c2=O)CCCCC1	6	-5	1.2	-2	1	8	0	-18	0.99
CCN(CC)S(=O)(=O)c1ccc(-c2nnc(SCC(=O)Nc3ccc4c(c3)OCO4)o2)cc1	19	8	0.99	0	7	-3	8	1	0.93
CCOC(=O)c1csc(NC(=O)CSc2nnnn2-c2ccc(OC)cc2)n1	-4	8	0.78	0	6	3	8	22	0.94
CCCOc1ccc(C(=O)c2nc3c(n2O)CCCCC3)cc1	10	0	0.95	4	-14	12	28	5	1.1
O=S(=O)(NCc1cccnc1)c1ccc(Cl)s1	-5	9	0.88	-2	0	3	9	12	1
O=C(NCn1ccc(=O)[nH]c1=S)c1ccccc1	-6	7	1.1	19	-11	-28	-1	-6	1.1

Compound profiles (already shown). Order of screens: ATG4B inh, TIM10 inh, hIAP activ, NALP3 yeast inh, mIAP inh, Apaf1 inhib, tim10-1 inh, hIAP inh, mIAP activ
`Cc1ccc(NC(=O)c2cc(-c3cccc(O)c3)on2)cc1C` is listed as -3, -11, 0.94, 21, 7, 14, -21, 6, 0.93
`N#Cc1ccc(C2=CC(=O)C[C@H](c3ccc4c(c3)OCO4)C2)cc1` is listed as -2, 8, 1, 36, 5, 7, 6, -1, 0.95
`Cc1ccc(S(=O)(=O)NC(CC(=O)O)c2ccccc2)cc1` (centres undefined) is listed as -6, -3, 0.96, -4, -6, 13, 19, 4, 1.1
`CCNC(=S)NNC(=O)c1ccccc1OC(F)F` is listed as 4, 2, 1.7, 13, 0, -9, 7, -67, 1

More results:
SMILES	ATG4B inh	TIM10 inh	hIAP activ	NALP3 yeast inh	mIAP inh	Apaf1 inhib	tim10-1 inh	hIAP inh	mIAP activ
O=C(NC(=S)Nc1ccc2oc(=O)ccc2c1)c1cc2ccccc2o1	-6	-2	1.2	6	13	-9	12	-22	0.87
COc1ccc(NC(=O)C23CC4CC(C2)CC(n2cnc(Br)n2)(C4)C3)c(OC)c1	2	11	0.89	0	9	1	17	11	0.91
Cc1ccc(NC(=O)CCSc2ccccn2)cc1	-3	6	0.97	7	-1	6	9	3	1
CC(=O)N/N=c1\sc2ccccc2n1C	3	8	0.88	-16	8	-1	2	12	0.92
Cc1ccc(S(=O)(=O)N2CCC(C(=O)O)CC2)cc1C(=O)O	3	-5	0.99	8	-7	-7	7	1	1.1
CCOc1ccc(S(=O)(=O)/N=C(/Nc2ccc(S(N)(=O)=O)cc2)c2ccccc2)cc1	-11	-6	0.94	7	6	7	-7	6	0.94
CCN1CCN(c2nc(NCCO)c3ccccc3n2)CC1	0	-144	1	10	0	-13	-62	-4	1
CCOc1ccc(C(=O)Nc2cccc3cccnc23)cc1	-6	19	1	10	0	-2	17	-1	1
COc1ccc2c(c1OC)C(=O)N(c1ccc3c(c1)CCC3)C2=O	-13	-5	0.99	-10	22	8	8	1	0.78
Cc1ccc(-c2ccc(C#N)c(=O)n2CC(=O)N(C)C)cc1	-5	3	0.91	3	-6	1	-7	10	1.1
Cc1cc(OCC(=O)Nc2ncn[nH]2)ccc1Cl	4	12	2*	11	-4	-2	-11	-101	1
O=C(NCc1ccccc1)c1ccc(S(=O)(=O)N2CCCC2)cc1	-8	5	1.1	10	-2	-11	11	-13	1
CC(=C/c1ccc(C(C)C)cc1)/C=N/NC(=O)c1ccncc1	-16	-3	0.91	18	11	8	9	9	0.89
C=C[C@@H]1c2cccc(C)c2N(S(=O)(=O)c2ccc(C)cc2)[C@H](c2ccccc2)C1(C#N)S(=O)(=O)c1ccccc1 (some centres undefined)	5	5	0.94	13	5	18	10	6	0.95
COc1ccc(S(=O)(=O)N(CC(=O)NCc2ccncc2)c2ccc(C)cc2)cc1OC	-4	5	0.92	5	4	-2	6	8	0.96
CC1(C)NC(=O)N(CCCCOc2ccc(Br)cc2Cl)C1=O	-4	22	1.1	23	0	10	29	-14	1
CSc1ccc(CN(C)C(=O)CSCC(=O)Nc2cc(C)on2)cc1	2	-9	1.2	20	2	48*	-13	-15	0.98
Cc1cc(Cl)c2oc(C(=O)N(C)CC3CCOCC3)c(C)c2c1	-3	6	1.1	17	2	7	32	-7	0.98
COc1ccc(S(=O)(=O)NCc2ccccn2)cc1NC(=O)c1ccccc1C	4	0	1.2	-4	-8	-3	17	-23	1.1
O=C(c1cccc(S(=O)(=O)N2CCCC2)c1)c1cccc(S(=O)(=O)N2CCCC2)c1	6	14	1.1	11	2	11	2	-8	0.98
Cc1ccc2nc(N3CCN(C(=O)c4ccco4)CC3)sc2c1	1	-7	0.81	41	2	42*	7	18	0.98
Cc1ccc(S(=O)(=O)/N=C(\Nc2cccc(C)c2)Nc2nc(C)cc(C)n2)cc1	9	1	0.95	5	-2	21	3	5	1
COc1ccc2[nH]cc(CCNC(=O)c3ccc([N+](=O)[O-])cc3)c2c1	1	-10	0.93	-12	3	5	1	7	0.97
CCc1ccccc1NC(=O)c1ccc(NS(C)(=O)=O)cc1	20	15	1.2	17	1	-3	11	-21	0.99
COC(=O)[C@H](Cc1ccccc1)NC(=O)N1CCCCC1C (some centres undefined)	0	4	0.84	-1	0	-11	16	16	1
CCN(CC)S(=O)(=O)c1ccc(NS(=O)(=O)c2cccc(C)c2)cc1	-12	5	0.99	16	6	3	15	1	0.94
COc1ccc(OC)c(NC(=O)CSc2nc3ccccc3cc2Cc2ccccc2)c1	3	-2	1.1	19	8	-3	-16	-8	0.92

Outcome played no part in choosing rows; 4.5% or so of the library scored in one or more.
